Bioassay records (PubChem)
S100A4 inh HTS: S100A4-myosin IIA interaction inhibition | inhibition, % at 10.7 µM | 0.14% of 360,000 active | P26447 | S100A4/TAMRA-MyoIIA peptide fluorescence polarization;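 active = mean inhibition of at least 70% across replicates, with every replicate also reaching that level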
Target sequence (P26447 whole entry, looked up): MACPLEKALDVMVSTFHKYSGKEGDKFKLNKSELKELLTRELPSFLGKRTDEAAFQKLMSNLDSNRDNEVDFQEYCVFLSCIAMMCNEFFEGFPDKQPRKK
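Material: human S100A4 monomer with TAMRA-labelled myosin IIA peptide; buffer or medium: HEPES pH 7.2 with CaCl2, KCl, NaCl, DTT, Triton; compound dosing: one concentration per compound; schedule: 5 min incubation before reading; benchmarks: neutral control DMSO, positive control TFP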
RAD54 branch: inhibitors of human RAD54 branch migration. RAD54 Holliday junction branch migration, FAM/BHQ fluorescence. Q92698. 0.14% of 360,000 active. inhibition, % at 10.4 µM;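 active = mean normalized replicate activity at least 40 and at least half of replicates scoring 40 or more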;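 also: 0% = median of neutral control wells and 100% = median of positive control wells; inhibitors cause a drop in the FAM fluorescence signal; in these data hits start at about 50%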
Target sequence (Q92698 whole entry, looked up): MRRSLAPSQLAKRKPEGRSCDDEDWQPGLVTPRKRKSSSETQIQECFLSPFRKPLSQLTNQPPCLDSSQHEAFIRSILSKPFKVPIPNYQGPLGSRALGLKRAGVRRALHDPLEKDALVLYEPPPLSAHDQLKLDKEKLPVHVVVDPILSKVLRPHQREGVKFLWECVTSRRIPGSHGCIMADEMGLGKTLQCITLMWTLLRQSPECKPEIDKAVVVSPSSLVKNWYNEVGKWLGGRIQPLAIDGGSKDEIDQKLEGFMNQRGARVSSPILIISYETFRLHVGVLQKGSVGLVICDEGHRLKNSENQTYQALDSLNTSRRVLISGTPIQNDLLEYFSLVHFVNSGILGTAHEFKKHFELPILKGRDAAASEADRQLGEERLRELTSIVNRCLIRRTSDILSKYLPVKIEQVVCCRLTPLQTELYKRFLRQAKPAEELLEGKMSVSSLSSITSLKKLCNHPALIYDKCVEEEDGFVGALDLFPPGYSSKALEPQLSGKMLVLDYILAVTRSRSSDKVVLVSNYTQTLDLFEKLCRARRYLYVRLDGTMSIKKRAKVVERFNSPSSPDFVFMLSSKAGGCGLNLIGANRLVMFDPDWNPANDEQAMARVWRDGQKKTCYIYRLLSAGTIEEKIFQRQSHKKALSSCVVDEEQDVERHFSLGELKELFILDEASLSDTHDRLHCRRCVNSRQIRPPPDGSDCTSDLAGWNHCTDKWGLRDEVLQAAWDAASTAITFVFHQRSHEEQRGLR
XiGFP reactiv: X-chromosome reactivation activator; AID 743238; 0.055% of 360,000 active; activation, % at 7.58 µM; XiGFP mouse fibroblasts, % GFP-positive cells imaging, 3 d; cells co-treated with 5-aza-dC sensitizer; scaled so ellipticine positive control = 100%;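 active = mean normalized replicate activation at least 10% and every replicate at or above 10%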;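 also: 0% = median of on-plate neutral control wells and 100% = ellipticine 6 µM median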
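Assay system – SV40-immortalized XiGFP fibroblast cells, line 68-5-11 · Buffer or medium – DMEM supplemented with 5-aza-dC as sensitizing agent · Dosing – one concentration, pinned · Benchmarks – positive control ellipticine, 6 µM final · Times – 3 days compound exposure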
esBAF inh: blocks esBAF chromatin remodeling in mouse ES cells. 2% of 350,000 active. reporter increase, % at 12.5 µM. AID 602393. Bmi1-luciferase knock-in reporter, 24 h; 100% = twice the neutral-well signal; in the data active = activation above about 40%;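 also: 0% = median of the plate's neutral control wells and 100% = double that signal; a rise in the Bmi1 reporter signal indicates esBAF inhibition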
EWS-Fli block: blocks EWS/Fli oncoprotein-driven transcription | 0.67% of 350,000 active | AID 651661 | A673 NR0B1-luciferase reporter, viability-normalised | inhibition, % at 12.6 µM;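 active = mean inhibition of at least 50% after viability correction, with every replicate also passing that limit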;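 also: firefly luciferase signal divided by Alamar Blue viability fluorescence both relative to DMSO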
E-selectin induc: E-selectin induction on HUVECs; activation, % at 7.58 µM; HUVEC E-selectin immunofluorescence imaging; normalized: neutral wells 0, TNF-alpha wells 100; P16581; 0.37% of 260,000 active;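 active = mean E-selectin-positive cell signal at least 10% of the positive control, reached in at least 60% of replicates, without over 20% cell loss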;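 also: in these data hits start at about 27%; measured in HUVEC primary endothelial cells; signal is the percent of cells scored E-selectin positive by PE staining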
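material = human umbilical vein endothelial cells (HUVEC), E-selectin induction | quantity = 3,000 cells/well | medium = EGM-2 growth medium on 0.1% gelatin-coated wells | technique = immunofluorescence imaging | read-out basis = % PE-positive cells | control set = TNF-alpha positive control, DMSO neutral control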
FN deposition inh: fibronectin deposition inhibition; AH1F fibroblasts, Alexa488-fibronectin deposition fluorescence, overnight; AID 743247; 0.086% of 350,000 active; inhibition, % at 12.6 µM;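 active = mean inhibition across replicates of 30% or more, regardless of how many single replicates reach that level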;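 also: positive control wells lacked labelled fibronectin entirely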
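material = AH1F fibroblast monolayer depositing Alexa488-labelled fibronectin into matrix | amount = 10000 AH1F cells/well | buffer or medium = DMEM plus 2% serum, read in PBS | incubation = 1 h cell adhesion before compound, then overnight fibronectin incubation | detection = fluorescence at 485 nm excitation, 525 nm emission | evaluation = percent inhibition as loss of matrix-bound fibronectin fluorescence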
RAD52 inh: blocks human RAD52 DNA annealing. 0.46% of 360,000 active. P43351. recombinant RAD52 DNA annealing, FRET fluorescence. AID 651710. inhibition, % at 18.7 µM;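 active = every replicate showing at least 50% inhibition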
* hit, by the source's call; & = joins results of further samples.

For Cc1ccc(-c2nnn(CC(=O)N3CCCCC3)n2)o1 the results were S100A4 inh HTS -5, XiGFP reactiv 0.1, EWS-Fli block -24, FN deposition inh -9 and RAD52 inh -7.
Screening COCCNC(=O)C1CCCN(S(=O)(=O)c2ccc3c(c2)CC(C)N3C(=O)C2CC2)C1 (stereo not given) returned S100A4 inh HTS 0, RAD54 branch -3, XiGFP reactiv 0.4, esBAF inh -7, EWS-Fli block -2, E-selectin induc 3.7, FN deposition inh 3 and RAD52 inh 0.
Screening CCCCn1c(-c2ccccc2C)nc2cc3[nH]c(=O)c(C(C)C)nc3cc21 returned S100A4 inh HTS -5, RAD54 branch -1, XiGFP reactiv 0.2, esBAF inh 1, EWS-Fli block 9, E-selectin induc 0.0, FN deposition inh 0 and RAD52 inh -19.
`CC(C)NC(=O)Nc1ccc2c(c1)CC(=O)N([C@H](C)CO)C[C@H](C)[C@@H](CN(C)Cc1ccc(-c3ccccc3)cc1)O2` gave S100A4 inh HTS 14, RAD54 branch -12, XiGFP reactiv -0.6, esBAF inh -3, EWS-Fli block 10 and RAD52 inh 8.
Screening CCCOc1ccc(C2=CSC3=NCCN23)cc1Cl returned S100A4 inh HTS 7, RAD54 branch 9, XiGFP reactiv -0.1, esBAF inh -9, EWS-Fli block 10, E-selectin induc 0.0, FN deposition inh -9 and RAD52 inh 0.
CC(C)(C)NC(=O)NC(=O)COC(=O)CCC1CCCC1 was read as S100A4 inh HTS -1, RAD54 branch -12, XiGFP reactiv 0.0, EWS-Fli block 1, E-selectin induc 1.8, FN deposition inh 0 and RAD52 inh 3.
For C[C@H]1CN([C@@H](C)CO)S(=O)(=O)c2ccc(-c3ccccc3)cc2O[C@@H]1CN(C)C(=O)Cc1ccccc1 the results were S100A4 inh HTS -12, RAD54 branch -3, XiGFP reactiv -0.2, esBAF inh 4, EWS-Fli block -17, E-selectin induc 0.0, FN deposition inh 28 and RAD52 inh 16.
CCN1C(=O)[C@H]2[C@@H](c3ccc(SC4CCCCC4)c(OC)c3)N[C@@](Cc3ccccc3)(C(=O)OC)[C@H]2C1=O was read as S100A4 inh HTS -2, RAD54 branch 5, XiGFP reactiv 0.0, esBAF inh -7, EWS-Fli block 16, E-selectin induc -0.1, FN deposition inh 9 and RAD52 inh -4.
For O=C(NNc1ncc(C(F)(F)F)cc1Cl)c1ccc(Cl)c(Cl)c1 the results were S100A4 inh HTS 4, RAD54 branch -9, XiGFP reactiv 0.0, EWS-Fli block -1, E-selectin induc 0.0, FN deposition inh -3 and RAD52 inh 2.
Screening CCOC(=O)C1(C(=O)OCC)COC(=O)C2(CC)OC21 (stereo not given) returned S100A4 inh HTS 0, XiGFP reactiv 0.0, EWS-Fli block 0, E-selectin induc -0.7 and RAD52 inh -35.
CCOC(=O)c1ccc(OCC2NCCc3cc(OC)c(OC)cc32)cc1 (stereo not given) was read as S100A4 inh HTS -11, RAD54 branch -2, XiGFP reactiv -0.1, esBAF inh 0, E-selectin induc -0.2, FN deposition inh 11 and RAD52 inh -64.
`C[C@@H]1CCCCO[C@H](CN(C)Cc2ccncc2)[C@@H](C)CN([C@H](C)CO)C(=O)c2cc(NC(=O)Nc3ccc(C(F)(F)F)cc3)ccc2O1` gave S100A4 inh HTS -7, RAD54 branch 3, XiGFP reactiv 0.3, esBAF inh 1, EWS-Fli block -9, E-selectin induc 2.1 and RAD52 inh 28.
For CCOC(=O)c1cc2cc([N+](=O)[O-])ccc2oc1=O the results were S100A4 inh HTS -7, RAD54 branch -5, XiGFP reactiv 0.0, esBAF inh -7, EWS-Fli block 3, E-selectin induc 0.0, FN deposition inh -2 and RAD52 inh -7.
Screening CCN1C(=O)CS/C1=N\S(=O)(=O)c1ccccc1 returned S100A4 inh HTS 3, RAD54 branch -18, EWS-Fli block 1, E-selectin induc 0.2, FN deposition inh 3 and RAD52 inh -55.
`Cc1ccc(-c2ccc3c(c2)O[C@H](CN(C)C(=O)Nc2ccc(F)cc2)[C@H](C)CN([C@@H](C)CO)S3(=O)=O)cc1` gave S100A4 inh HTS 12, RAD54 branch 5, XiGFP reactiv -0.2, esBAF inh -2, EWS-Fli block 7, E-selectin induc 0.8, FN deposition inh 0 and RAD52 inh 1.
Screening CC(C)NC(=O)Nc1ccc2c(c1)C(=O)N([C@H](C)CO)C[C@@H](C)[C@H](CN(C)Cc1ccccc1)OCCCC[C@H](C)O2 returned XiGFP reactiv 0.3, esBAF inh -1, EWS-Fli block 5, E-selectin induc 0.1 and FN deposition inh -4.
Screening Cc1ccc(C(=O)COC(=O)c2cc(=O)[nH]c3ccccc23)cc1 returned S100A4 inh HTS -3, XiGFP reactiv 0.0, EWS-Fli block -42, E-selectin induc 19, FN deposition inh 15 and RAD52 inh -12.
Screening Cc1ccc(Cn2c(SCC(=O)NCC3CCCO3)nc3c2c(=O)n(C)c(=O)n3C)cc1 (stereo not given) returned S100A4 inh HTS 0, RAD54 branch -6, XiGFP reactiv 0.0, esBAF inh -9, EWS-Fli block -2, E-selectin induc 0.9, FN deposition inh -8 and RAD52 inh -16.
COc1ccccc1CNC(=O)c1ccc(SC)cc1OC was read as S100A4 inh HTS 2, RAD54 branch -8, esBAF inh 18, EWS-Fli block -21 and RAD52 inh -4.
`O=C(Nc1ccc(S(=O)(=O)N2CCCCC2)cc1)C1CC(=O)N(c2ccc(Cl)cc2)C1` (stereo not given) gave S100A4 inh HTS 1, RAD54 branch 7, XiGFP reactiv 0.0, esBAF inh -1, EWS-Fli block 10, E-selectin induc 0.1, FN deposition inh 1 and RAD52 inh -21.

5 successive compounds out of the list so far, for reference:
For C[C@H]1CN([C@@H](C)CO)S(=O)(=O)c2ccc(-c3ccccc3)cc2O[C@@H]1CN(C)C(=O)Cc1ccccc1 the results were S100A4 inh HTS -12, RAD54 branch -3, XiGFP reactiv -0.2, esBAF inh 4, EWS-Fli block -17, E-selectin induc 0.0, FN deposition inh 28 and RAD52 inh 16.
CCN1C(=O)[C@H]2[C@@H](c3ccc(SC4CCCCC4)c(OC)c3)N[C@@](Cc3ccccc3)(C(=O)OC)[C@H]2C1=O was read as S100A4 inh HTS -2, RAD54 branch 5, XiGFP reactiv 0.0, esBAF inh -7, EWS-Fli block 16, E-selectin induc -0.1, FN deposition inh 9 and RAD52 inh -4.
For O=C(NNc1ncc(C(F)(F)F)cc1Cl)c1ccc(Cl)c(Cl)c1 the results were S100A4 inh HTS 4, RAD54 branch -9, XiGFP reactiv 0.0, EWS-Fli block -1, E-selectin induc 0.0, FN deposition inh -3 and RAD52 inh 2.
Screening CCOC(=O)C1(C(=O)OCC)COC(=O)C2(CC)OC21 (stereo not given) returned S100A4 inh HTS 0, XiGFP reactiv 0.0, EWS-Fli block 0, E-selectin induc -0.7 and RAD52 inh -35.
CCOC(=O)c1ccc(OCC2NCCc3cc(OC)c(OC)cc32)cc1 (stereo not given) was read as S100A4 inh HTS -11, RAD54 branch -2, XiGFP reactiv -0.1, esBAF inh 0, E-selectin induc -0.2, FN deposition inh 11 and RAD52 inh -64.

(list continues)
Screening Cc1cccc(N2CCC(N=CN(C)C)=N2)c1 returned S100A4 inh HTS -2, RAD54 branch -1, XiGFP reactiv 0.0, esBAF inh 8, EWS-Fli block -28, FN deposition inh 10 and RAD52 inh 5.
Screening CC(C)NC(=O)N[C@@H]1CC[C@@H](CCNS(=O)(=O)c2ccc(Cl)cc2)O[C@H]1CO returned S100A4 inh HTS 3, RAD54 branch -2, XiGFP reactiv 0.2, esBAF inh 0, EWS-Fli block -4, E-selectin induc -0.4 and RAD52 inh -12.
O=C(CSc1nnnn1C1CC1)N1CCN(c2cccc(Cl)c2)CC1 was read as S100A4 inh HTS -6, RAD54 branch -3, XiGFP reactiv 0.1, esBAF inh 5, EWS-Fli block 10, E-selectin induc 0.2, FN deposition inh 8 and RAD52 inh -7.
Screening CCCC(=O)Nc1ccc2c(c1)C(=O)N(C)[C@H]1CC[C@H](CC(=O)Nc3cccc(F)c3)O[C@@H]1CO2 returned S100A4 inh HTS 4, XiGFP reactiv 0.0, EWS-Fli block 5, E-selectin induc 0.0 and RAD52 inh 9.
`O=C(CC1CC1)N1CC(=O)N2[C@H](CO)[C@H](c3ccc(C#Cc4cccc(F)c4)cc3)[C@@H]2C1` gave S100A4 inh HTS -2, XiGFP reactiv 0.0, EWS-Fli block -1, E-selectin induc 0.1, FN deposition inh -5 and RAD52 inh -5.
`CC(C(=O)N1CCc2ccccc2C1)N1C(=O)c2ccccc2C1=O` (stereo not given) gave S100A4 inh HTS -12, XiGFP reactiv 0.0, EWS-Fli block 4, FN deposition inh -6 and RAD52 inh 1.
C[C@H](CO)N1C[C@H](C)[C@@H](CN(C)C(=O)NC2CCCCC2)Oc2ccc(NC(=O)Cc3cn(C)c4ccccc34)cc2C1=O was read as S100A4 inh HTS 15, RAD54 branch -11, XiGFP reactiv -1.1, esBAF inh 0, EWS-Fli block -4, FN deposition inh 9 and RAD52 inh -5.
Screening COc1ccc(CCn2c(-c3ccc(C(C)(C)C)cc3)n[nH]c2=S)cc1OC returned S100A4 inh HTS -4, RAD54 branch 8, XiGFP reactiv 0.0, EWS-Fli block 10, E-selectin induc -2.6, FN deposition inh -14 and RAD52 inh -2.
For C[C@H](CO)N1C[C@H](C)[C@H](CN(C)S(=O)(=O)c2ccc(Cl)cc2)OCc2cnnn2CCCC1=O the results were S100A4 inh HTS -6&28, RAD54 branch 1&6, XiGFP reactiv 0.1&-0.4, esBAF inh 5&-6&8, EWS-Fli block -5&7&2, E-selectin induc 0.1&0.4, FN deposition inh 2&-2 and RAD52 inh -12&0.
Screening COCC(=O)N1[C@H](CO)[C@@H](c2ccccc2)[C@@H]1CNC(=O)c1ccccn1 returned S100A4 inh HTS 8, RAD54 branch -8, XiGFP reactiv 0.0, esBAF inh -1, EWS-Fli block 22, E-selectin induc 0.0, FN deposition inh 3 and RAD52 inh -14.
`N#CCC(=O)Nc1ccc(C(=O)NCC2(N3CCOCC3)CCCCC2)cc1` gave S100A4 inh HTS -7, RAD54 branch -7, XiGFP reactiv 0.2, esBAF inh -9, EWS-Fli block 1, FN deposition inh -6 and RAD52 inh -40.
Screening CC(C)NC(=O)Nc1ccc2c(c1)CC(=O)N([C@H](C)CO)C[C@@H](C)[C@@H](CN(C)Cc1ccc(C(=O)Nc3ccccc3N)cc1)O2 returned S100A4 inh HTS 9, XiGFP reactiv 0.7, EWS-Fli block -9, E-selectin induc 0.9 and RAD52 inh -1.
`COc1cc(OC)cc(C(=O)NCCN2C(=O)S/C(=C\c3cccs3)C2=O)c1` gave S100A4 inh HTS 2, XiGFP reactiv 0.0, EWS-Fli block -1, E-selectin induc -0.8, FN deposition inh -6 and RAD52 inh -16.
Screening COc1ccc2c(c1)C(=O)Cc1ccccc1O2 returned S100A4 inh HTS 2, RAD54 branch -1, XiGFP reactiv 0.2, EWS-Fli block -5, E-selectin induc 5.3, FN deposition inh -1 and RAD52 inh -10.
`Cn1c(SCC(=O)O)nc2ccccc2c1=O` gave S100A4 inh HTS -4, RAD54 branch -10, esBAF inh 3, EWS-Fli block -6 and RAD52 inh -4.
CCOc1ccccc1OCC(=O)NCc1ccco1 was read as S100A4 inh HTS -1, RAD54 branch 4, esBAF inh -6, EWS-Fli block 5 and RAD52 inh -14.
